# Screening results: PubChem BioAssay, several laboratories
# TMEM16A act – TMEM16A chloride channel activators or potentiators, primary screen, cell-based, HTS; Anoctamin-1 (Mus musculus), Q8BHY3; HEK293 TMEM16A/YFP-H148Q/I152L, iodide quench fluorescence; stronger effect = lower value; B-score at 10 µM; 0.3% of 340,000 active; AID 623877, 2012;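 active means fluorescence-ratio B-score plate-corrected deviation score at least 3 library SD below zero, with starting fluorescence score within 5 deviations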;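 further: channel opened by trigger with iodide after compound preincubation; score built on the fluorescence ratio of max minus min over baseline; more negative score means more quench and so TMEM16A activation or potentiation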
# Target sequence (Q8BHY3 whole entry, looked up): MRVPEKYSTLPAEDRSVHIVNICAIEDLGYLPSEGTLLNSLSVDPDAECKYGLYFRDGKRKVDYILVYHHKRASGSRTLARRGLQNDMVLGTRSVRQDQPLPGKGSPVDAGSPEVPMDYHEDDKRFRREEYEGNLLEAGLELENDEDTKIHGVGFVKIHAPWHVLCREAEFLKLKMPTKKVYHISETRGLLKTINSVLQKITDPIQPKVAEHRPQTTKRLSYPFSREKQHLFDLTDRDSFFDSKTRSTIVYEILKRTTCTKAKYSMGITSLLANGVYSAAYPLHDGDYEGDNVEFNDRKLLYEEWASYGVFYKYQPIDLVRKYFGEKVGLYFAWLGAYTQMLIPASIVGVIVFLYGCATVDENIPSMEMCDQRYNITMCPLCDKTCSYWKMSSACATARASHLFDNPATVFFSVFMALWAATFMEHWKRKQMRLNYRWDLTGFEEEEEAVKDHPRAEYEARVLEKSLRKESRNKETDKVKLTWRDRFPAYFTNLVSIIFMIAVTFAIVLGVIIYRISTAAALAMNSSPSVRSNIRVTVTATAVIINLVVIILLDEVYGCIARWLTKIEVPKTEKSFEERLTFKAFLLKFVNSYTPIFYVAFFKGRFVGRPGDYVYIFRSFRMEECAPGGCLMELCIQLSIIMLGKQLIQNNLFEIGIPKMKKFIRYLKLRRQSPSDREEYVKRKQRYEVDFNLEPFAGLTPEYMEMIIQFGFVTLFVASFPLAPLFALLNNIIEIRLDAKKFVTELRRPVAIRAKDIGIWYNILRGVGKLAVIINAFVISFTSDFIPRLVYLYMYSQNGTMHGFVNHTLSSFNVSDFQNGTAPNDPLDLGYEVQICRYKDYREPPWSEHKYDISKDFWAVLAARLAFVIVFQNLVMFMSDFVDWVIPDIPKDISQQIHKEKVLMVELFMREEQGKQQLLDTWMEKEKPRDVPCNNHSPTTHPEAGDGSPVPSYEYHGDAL
# MrgX1 PAM – positive allosteric modulators of MrgX1, primary screen, HEK293 cells, Fluo-4 calcium flux; 0.63% of 310,000 active; FDSS; stronger effect = higher value; AID 588675, 2011; B-score at 10 µM;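 active means plate-corrected calcium response at least 3 library SD above typical, normal starting fluorescence, not activating the receptor alone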;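 further: compound read alongside a low EC10 to EC30 dose of BAM8-22 agonist; peak minus trough fluorescence over baseline measured at the second addition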
# TRPC6 inh – mouse TRPC6 channel inhibitors, primary screen, cell-based, HEK293, membrane potential dye. 1.1% of 310,000 active. ACh-evoked depolarization; stronger effect = lower value. B-score at 10 µM. Short transient receptor potential channel 6 (Mus musculus), Q61143. AID 2553, 2010;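 active means B-score under library mean minus 3 SD, initial fluorescence not abnormally high, positive integrated signal ratio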;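 further: B-score derived from integrated fluorescence ratio over the kinetic read; more negative B-score means stronger inhibition of depolarization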
# SKKanGAS inh – S. pyogenes SKKanGAS growth inhibitors in kanamycin, primary screen, streptokinase expression inhibitor project, SKKanGAS strain, BacTiter-Glo luminescence; AID 1662, 2009; 6 h; inhibition, % at 7.5 µM; 1.3% of 300,000 active;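 active means mean replicate score, as percent of positive control median, at least 50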;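 further: strain carries kanamycin resistance gene driven by streptokinase promoter and grows in 40 µg/ml kanamycin; loss of luminescence reflects streptokinase promoter inhibition or plain growth inhibition; 0% = median of DMSO wells and 100% = positive control at its reference dose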
# TRPC4 PAM – positive allosteric modulators of TRPC4, primary screen, cell-based, mouse TRPC4beta, HEK293 mu-opioid, Fluo-4 calcium; B-score at 10 µM; DAMGO EC20, Fluo-4 Ca2+ flux; stronger effect = higher value; 0.42% of 310,000 active; Short transient receptor potential channel 4 (Mus musculus), Q9QUQ5;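 active means B-score of calcium response area above 5 SD of library B-scores, with initial fluorescence ratio within 5 SD of library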;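 further: B-score of integrated fluorescence ratio over time as area under calcium response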
# MrgX1 antag – antagonists of human MrgX1 receptor, primary screen, HEK293 cells, Fluo-4 calcium flux. B-score at 10 µM. 1.3% of 310,000 active. BAM8-22 antagonism; stronger effect = lower value;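 active means calcium-response B-score plate-corrected more than 3 library SD below zero, starting fluorescence within 5 deviations, no agonist response on first addition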;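 further: peak minus trough fluorescence over baseline after final BAM8-22 challenge near maximal dose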
# TRPC6 activator – mouse TRPC6 channel activators, primary screen, cell-based, HEK293, membrane potential dye. Short transient receptor potential channel 6 (Mus musculus), Q61143. B-score at 10 µM. HEK293-TRPC6 membrane potential dye fluorescence; stronger effect = higher value. 0.13% of 310,000 active. AID 2550, 2010;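 active means B-score of the integrated fluorescence ratio above library mean plus 3 SD, and starting fluorescence ratio within library mean plus 5 SD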;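 further: higher score means more depolarization so channel activation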
# TRPC4 agonist – activators of mouse TRPC4 channel, primary screen, Fluo4 calcium, HEK293 TRPC4beta/mu-opioid cells | Short transient receptor potential channel 4 (Mus musculus), Q9QUQ5 | 0.49% of 310,000 active | AID 2237, 2010 | Fluo4 calcium fluorescence; stronger effect = higher value | B-score at 10 µM;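 active means B-score above 5 SD of library B-scores, and initial fluorescence ratio not above library mean plus 5 SD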;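 further: positive B-score marks a calcium rise read as TRPC4 activation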
#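 System: HEK293 cells stably co-expressing mouse TRPC4beta and mu-opioid receptor; Schedule: Fluo4 dye loading 45 min at room temperature, 110 s recording; Detection: Fluo4 fluorescence, kinetic; Evaluation: B-scored integrated calcium fluorescence ratio; Controls: buffer (low) and maximal DAMGO (high).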
# TRPC4 inh – inhibitors of mouse TRPC4 channel, primary screen, Fluo4 calcium, HEK293 TRPC4beta/mu-opioid cells; B-score at 10 µM; DAMGO-evoked Fluo4 calcium flux; stronger effect = lower value; 0.39% of 300,000 active; AID 2247, 2010; Short transient receptor potential channel 4 (Mus musculus), Q9QUQ5;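 active means B-score over 3 SD under the library average, no early fluorescence shift, positive overall ratio signal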
#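 Signal: kinetic Fluo4 fluorescence imaging of calcium influx. Material: stable TRPC4beta/mu-opioid receptor HEK293 cells. Probe or stimulus: DAMGO in two steps, submaximal then maximal.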
# MrgX1 agonist – agonists of human MrgX1 receptor, primary screen, HEK293 cells, Fluo-4 calcium flux; Mas-related G-protein coupled receptor member X1 (Homo sapiens), Q96LB2; Fluo-4 calcium fluorescence, agonist mode; stronger effect = higher value; B-score at 10 µM; 0.44% of 310,000 active; AID 588627, 2011;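 active means calcium response B-score plate-corrected fluorescence ratio at least 3 library SD, with starting fluorescence B-score inside 5 SD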
#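 Material: MrgX1-expressing HEK293 cells; input: 15,000 cells per well; doses: test compound given as first of three sequential additions; schedule: overnight plating before 1 h dye loading; technique: Fluo-4 NW calcium-flux fluorescence, kinetic read; evaluation: baseline-normalised fluorescence change ratio, B-scored; control set: plate-wise positive and negative controls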
# TMEM16A inh – TMEM16A chloride channel inhibitors, primary screen, cell-based, HTS | 1.2% of 310,000 active | HEK293 TMEM16A/YFP iodide influx fluorescence, ionomycin | normalized B-score (activity score, 25-100; higher = stronger inhibition) at 10 µM | AID 588511, 2011;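 active means ratio plate-corrected score three or more library SD toward inhibition, starting fluorescence score within five deviations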;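 further: score derived from kinetic fluorescence span divided by baseline fluorescence per well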
# An asterisk follows results filed as active; i = inactive; nt = no result given.
# Under each structure: TMEM16A act | TRPC4 inh | TMEM16A inh | TRPC6 activator | MrgX1 agonist | TRPC4 agonist | TRPC4 PAM | MrgX1 PAM | TRPC6 inh | MrgX1 antag | SKKanGAS inh
Cn1c(-c2ccccc2)cnc1SCC(N)=O
  i | i | i | i | i | i | i | i | i | i | 0.0
COCCNC(=O)C(c1ccc(C)o1)N(Cc1cccs1)C(=O)c1snc(C(N)=O)c1N (stereo not given)
  i | i | i | i | i | i | i | i | i | i | -3.4
O=C(c1ccc(Cl)c([N+](=O)[O-])c1)N1CCCc2ccccc21
  i | i | i | i | i | i | i | i | i | i | 8.2
Nc1c(/C=C2/C=CC(=O)C(O)=C2)c(=O)nc2sc(CC(=O)N3CCCCC3)nn12
  -5.45* | i | i | i | i | i | i | i | i | i | 0.9
C/C(=N\NS(=O)(=O)c1ccccc1)c1ccc2c(c1)OCO2
  i | i | i | i | i | i | i | i | i | i | 2.7
Cc1nn(Cc2ccccc2)c2sc(C(=O)NCc3cccnc3)cc12
  i | i | i | i | i | i | i | i | i | i | -4.5
CCOC(=O)N1CCN(C(=O)CSc2ccc(-c3cccnc3)nn2)CC1
  nt | i | i | i | i | i | i | i | i | i | -1.2
CCN(CC(=O)Nc1ccccc1C(F)(F)F)C(=O)CSCc1ccc(C)cc1
  i | i | i | i | i | i | i | i | i | i | -2.6
CNC(=O)C(=O)NCCN1CCN(S(=O)(=O)c2ccc3ccccc3c2)CC1
  i | i | i | i | i | i | i | i | i | i | -2.8
CN1CCN(S(=O)(=O)c2ccc3c(c2)oc(=O)n3C)CC1
  i | i | i | i | i | i | i | i | i | i | -2.1
CCOC(=O)N1CCN(C(=O)C2COc3ccccc3O2)CC1 (stereo not given)
  i | i | i | i | i | i | i | i | i | -7.82* | -8.2
CCNC(=S)NNC(=O)c1ccoc1C
  i | i | i | i | i | i | i | i | i | i | 6.0
O=C1c2ccccc2C(=O)N1CCCCON1C(=O)c2ccccc2C1=O
  i | i | i | i | i | i | i | i | i | i | -1.0
CCOC(=O)C1(CCc2ccccc2)CCN(C(=O)[C@@H]2C[C@@H](C)NC(=S)N2)CC1
  i | i | i | i | i | i | i | i | i | i | 11.9
CCOc1cc(/C=N\Nc2nc(Nc3ccccc3)nc(N3CCOCC3)n2)ccc1OC(=O)c1ccco1
  i | i | i | i | i | i | i | i | i | i | 25.6
CC1=C(c2ccccc2)[N+](=O)C2(CCCC2)N1[O-]
  i | i | i | i | i | i | i | i | i | i | -0.5
COc1ccccc1/C=C1\SC(=S)N(CCC(=O)N2CCN(C)CC2)C1=O
  i | i | i | i | i | i | i | i | -5.27* | i | -1.9
COc1ccc(OCCSc2nc3ccccc3n2CC(=O)O)cc1
  i | i | i | i | i | i | i | i | i | i | -13.7
CC1=C(C)CC(C(=O)NCCc2ccccc2)C(C(=O)O)C1 (stereo not given)
  i | i | i | i | i | i | i | i | i | i | -2.0
O=C1N(CN2CCOCC2)c2ccccc2C12OCC(CCl)O2 (stereo not given)
  i | i | i | i | i | i | i | i | i | i | 1.5
Cc1cccc(NC(=S)NNC(=O)CC(C)O)c1C (stereo not given)
  i | i | i | i | i | i | i | i | i | i | -2.2
CC(=O)Nc1ccc(-c2csc(NNC(=O)c3ccc(C)cc3)n2)cc1
  i | i | i | i | i | i | i | i | i | i | 2.8
CCc1ccccc1NC(=O)Cn1cccc1C1=NC(c2ccccc2)CO1 (stereo not given)
  i | i | i | i | i | i | i | i | i | i | 1.3
O=C(COc1coc(CN2CCc3ccccc32)cc1=O)N1CCCCC1
  i | i | i | i | i | i | i | i | i | i | 15.8
CCCCOC(=O)C1=C(C)Nc2ncnn2C1c1ccc(OCC)c(OC)c1 (stereo not given)
  i | i | 25* | i | i | i | i | i | i | i | 1.8
O=C(CSc1nc2nn(-c3ccccc3)c(=O)c-2c2n1CCCCC2)NCCc1ccccc1
  i | i | i | i | i | i | i | i | i | i | 5.5
O=C1CC(c2cccc(Cl)c2)Cc2nc(N3CCOCC3)ncc21 (stereo not given)
  i | i | i | i | i | i | i | i | i | i | 2.0
Cc1nc2cccnc2nc1C
  i | i | i | i | i | i | i | i | i | i | 3.1
CCn1c(C(=O)NC2CCC(C)CC2)cc2sccc21 (stereo not given)
  i | i | i | i | i | i | i | i | i | i | 5.9
CN1CCN(C(=O)/C(=C\c2cccs2)NC(=O)c2ccccc2)CC1
  i | i | i | i | i | i | i | i | i | i | 0.8
CCOC(=O)N1CCC(NC(=S)Nc2ccc3nc(N4CCN(C)CC4)cc(C)c3c2)CC1
  i | i | i | i | i | i | i | i | i | i | 1.4
O=C(NC1CCCCC1)C1CCCN(S(=O)(=O)c2cnc[nH]2)C1 (stereo not given)
  i | i | i | i | i | i | i | i | i | i | 0.1
O=C(O)CCNS(=O)(=O)c1ccccc1Br
  i | i | i | i | i | i | i | i | i | i | nt
O=[N+]([O-])c1ccc(CSc2nnc(-c3cnccn3)o2)cc1
  i | i | i | i | i | i | i | i | i | i | -0.3
CCN(CC(=O)NC1CCS(=O)(=O)C1)c1ccc(S(C)(=O)=O)cc1[N+](=O)[O-] (stereo not given)
  i | i | i | i | i | i | i | i | i | i | -2.3
CN(C)CCCN(C(=O)c1ccc(N2C(=O)CCC2=O)cc1)c1nc2c(F)cccc2s1
  i | i | i | i | i | i | i | i | i | i | -6.7
Cc1ccc(C(=O)Nc2ccc(C(=O)N/N=C/c3ccc(C)o3)cc2)cc1
  i | i | i | i | i | i | i | i | i | i | 0.4
COC(=O)c1sccc1NC(=O)c1cnc2cc(C)nn2c1C
  i | i | i | i | i | i | i | i | i | i | 0.3
COc1ccc(CN2CCN(C(=O)c3ccco3)CC2)cc1
  i | i | i | i | i | i | i | i | i | i | -14.9
CCOC(=O)c1c(C)[nH]c(C)c1C(=O)COC(=O)c1ccc(Cl)c(S(=O)(=O)NCc2ccccc2)c1
  i | i | i | i | i | i | i | i | i | i | 9.5
Cc1ccn2c(=O)c(NC(=O)c3ccc(Br)o3)c(C)nc2c1
  i | i | i | i | i | i | i | i | i | i | 47.2
COc1ccc(S(=O)(=O)Nc2ccccc2Cl)cc1NC(C)=O
  i | i | i | i | i | i | i | i | i | i | 4.5
COc1ccc(-c2[nH]ncc2CN2CCN(C3CCCCC3)C(=O)C2)cc1F
  i | i | i | i | i | i | i | i | i | i | 15.7
CCOC(=O)c1[nH]c2ccccc2c1NC(=O)c1ccc(S(=O)(=O)N2CCOCC2)cc1
  i | i | i | i | i | i | i | i | i | i | 1.5
COc1cccc(/C=N/n2nnnc2N)c1
  i | i | i | i | i | i | i | i | i | i | -11.7
Cc1ccc(Cc2cc(C)n[nH]c2=O)cc1
  i | i | i | i | i | i | i | i | i | i | -1.7
CCN1CCN(C2=C(NS(=O)(=O)c3ccc(C)cc3)C(=O)c3ccccc3C2=O)CC1
  i | i | i | i | i | i | i | i | i | i | -5.7
CC(Oc1cc2oc(=O)c3c(c2cc1Cl)CCC3)C(=O)NCc1ccccn1 (stereo not given)
  i | i | i | i | i | i | i | i | i | i | 0.9
Cc1ccc(C2C(=O)N(C3CCC(C)CC3)CC(=O)N2C2CCCC2)cc1 (stereo not given)
  i | i | i | i | i | i | i | i | i | i | 4.5
CN(C)/C=C(/C(=O)c1ccc(Cl)c(Cl)c1)S(C)(=O)=O
  i | i | i | i | i | i | i | i | i | i | 0.3

# (list continues)
# Under each structure: TMEM16A act | TRPC4 inh | TMEM16A inh | TRPC6 activator | MrgX1 agonist | TRPC4 agonist | TRPC4 PAM | MrgX1 PAM | TRPC6 inh | MrgX1 antag | SKKanGAS inh
CCN1C(=O)C(CC(=O)Nc2ccc(F)cc2)N(Cc2ccc3c(c2)OCO3)C1=S (stereo not given)
  i | i | i | i | i | i | i | i | i | i | -2.0
CC1C/C(=N\NC(=O)c2cccnc2)CC(C)(C)C1 (stereo not given)
  i | i | i | i | i | i | i | i | i | i | -2.3
CCOc1ccccc1Cn1c(=O)sc2ccccc21
  i | i | i | i | i | i | i | i | i | i | -4.6
CC1(C)Cc2c(sc3c2C2=NCCN2C=N3)CS1
  i | i | i | i | i | i | i | i | i | i | -2.3
COc1ccc(C(=O)NCCCOc2cccnc2)cc1OC1CCN(C(C)=O)CC1
  i | i | i | i | i | i | i | i | i | i | -10.1
CCOC(=O)c1ccc(NC(=O)CN2C(=O)C3C4C=CC(C4)C3C2=O)cc1 (stereo not given)
  i | i | i | i | i | i | i | i | i | i | -2.3
CC(C)(C)c1ccc(-n2ncc3c2CCCC3NC(=O)CN2CCCCC2=O)cc1 (stereo not given)
  i | i | i | i | i | i | i | i | i | i | 0.2
CC(C)C(=O)NNc1ccccc1
  i | i | i | i | i | i | i | i | i | i | -1.7
COc1cccc(CN(C)CC(=O)Nc2sc3c(c2C#N)CCC3)c1
  i | i | i | i | i | i | i | i | i | i | -2.8
CC(C)(C)C(=O)NC(=O)Nc1ccccc1C(F)(F)F
  i | i | i | i | i | i | i | i | i | i | 5.8
COc1ccc(C(CC(=O)c2ccccc2)CC(=O)c2ccccc2)cc1
  i | i | i | i | i | i | i | i | i | i | -7.6
